Source: PubChem
MITF inh = inhibitors of human MITF; O75030; AlphaScreen MITF homodimerization, bead proximity signal; inhibition, % at 2.6 µM; hit rate 0.91% among 650,000; in the data active means inhibition above about 50%;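 further: 0% = vehicle wells with protein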
Target sequence (O75030 whole entry, looked up): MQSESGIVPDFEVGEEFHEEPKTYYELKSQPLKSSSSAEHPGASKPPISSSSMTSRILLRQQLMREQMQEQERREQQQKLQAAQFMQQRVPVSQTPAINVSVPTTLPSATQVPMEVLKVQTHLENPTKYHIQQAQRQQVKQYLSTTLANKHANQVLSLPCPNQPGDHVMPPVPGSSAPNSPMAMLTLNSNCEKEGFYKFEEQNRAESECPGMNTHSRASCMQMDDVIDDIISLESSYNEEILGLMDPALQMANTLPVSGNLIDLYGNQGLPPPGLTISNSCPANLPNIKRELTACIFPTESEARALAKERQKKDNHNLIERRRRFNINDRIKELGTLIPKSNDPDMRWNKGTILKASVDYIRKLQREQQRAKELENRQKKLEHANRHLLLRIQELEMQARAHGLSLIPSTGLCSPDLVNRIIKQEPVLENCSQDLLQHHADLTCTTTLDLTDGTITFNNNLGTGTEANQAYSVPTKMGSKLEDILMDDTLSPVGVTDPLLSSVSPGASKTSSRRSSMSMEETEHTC
GPR151 ag = activates the human receptor GPR151; Q8TDV0; PathHunter beta-arrestin GPR151 cells, luminescence; activation, % at 11.2 µM; hit rate 1% among 650,000; in the data active means activation above about 4.9%;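 further: 0% = median of compound wells and 100% = cells with positive control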
Target sequence (Q8TDV0 whole entry, looked up): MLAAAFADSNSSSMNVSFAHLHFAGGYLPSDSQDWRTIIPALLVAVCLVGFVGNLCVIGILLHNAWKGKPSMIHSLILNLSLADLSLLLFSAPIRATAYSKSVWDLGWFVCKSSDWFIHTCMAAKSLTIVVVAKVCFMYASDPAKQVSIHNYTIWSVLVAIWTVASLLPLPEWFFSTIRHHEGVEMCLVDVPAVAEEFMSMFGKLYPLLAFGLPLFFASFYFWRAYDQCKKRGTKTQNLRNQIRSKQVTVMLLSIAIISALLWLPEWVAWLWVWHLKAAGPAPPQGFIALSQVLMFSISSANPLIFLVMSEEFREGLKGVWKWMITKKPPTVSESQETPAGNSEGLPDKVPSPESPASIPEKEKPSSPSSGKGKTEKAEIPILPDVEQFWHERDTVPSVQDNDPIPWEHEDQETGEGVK
FBW7 act = activators of human E3 ligase FBW7; AID 1259310; hit rate 0.13% among 650,000; AlphaScreen FBW7–phospho-cyclin E peptide binding, activator screen; normalized activity (activation), % at 26.1 µM; Q969H0; in the data active means normalized activity above about 1.9%;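 further: purified mutant Fbw7 with reduced substrate affinity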
TEAD-YAP block = TEAD-YAP interaction inhibition; hit rate 1.4% among 640,000; HEK-TIYL cells, TEAD-Gal4/YAP UAS-luciferase luminescence; inhibition, % at 9.12 µM; AID 1259422; in the data active means inhibition above about 32%;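 further: 0% = median of test compound wells and 100% = reference inhibitor wells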
Numbers without * were called inactive; nt = not tested or not shown. The order is random; overall some 3.4% were active at least once.

The opening 16 records (preview)
SMILES	MITF inh	GPR151 ag	FBW7 act	TEAD-YAP block
O=C(CN(CCc1ccccc1)S(=O)(=O)c1ccccc1)N1CCN(c2ccc(F)cc2)CC1	-6	-1.1	0.1	18
O=C1CCc2cc(S(=O)(=O)NC(C(=O)NCc3ccco3)c3ccccc3)ccc2N1 (centres undefined)	-5	-0.1	-0.1	6
CCOC(=O)C(=O)N1c2ccccc2Sc2ccc(C(F)(F)F)cc21	7	1.2	-0.1	-14
COc1ccc([N+](=O)[O-])cc1NC(=O)CSCc1ccccc1C	18	1.1	-0.2	-6
Cc1ccc(C(c2nnnn2CCc2ccccc2)N2CCOCC2)cc1 (centres undefined)	-19	6.8*	0.0	5
CC(CO)NC(=O)COc1ccc(-c2ccccc2)cc1CN(C)C (centres undefined)	-2	2.9	0.0	0
CCOc1ccc(C2=NNC(c3cccnc3)=Nc3ccc(OC)cc32)cc1OCC	21	1.3	0.0	-1
CN1c2ccccc2Oc2nnc(Cl)cc21	16	-0.3	0.0	1
O=C(N/N=C\c1ccccc1C(F)(F)F)c1ccc(=O)[nH]n1	10	0.3	-0.1	1
Cc1ccc(-c2nnc(NC(=O)CCc3ccccc3)o2)cc1C	-2	-0.4	-0.1	5
Cc1ccc2nc(N3CCN(c4ccccc4F)CC3)c3nncn3c2c1	2	-0.2	0.0	4
O=C(NC1=NCCS1)c1ccccc1Br	-7	-1.1	-0.1	3
Cc1noc(CCn2c(=O)[nH]c3ccccc3c2=O)n1	3	-0.2	-0.5	-3
CN1/C(=C\Sc2ccccc2[N+](=O)[O-])C(C)(C)c2ccccc21	40	1.6	-0.2	-3
O=C1C(=O)N(Cc2cc(=O)oc3ccc4ccccc4c23)C(=O)N1Cc1ccco1	-9	-2.8	0.1	-7
O=C(N/N=C/C(Br)=C/c1ccccc1)c1ccccc1O	14	0.0	0.9	-3

Results, previewed entries included:
SMILES	MITF inh	GPR151 ag	FBW7 act	TEAD-YAP block
O=C(CN(CCc1ccccc1)S(=O)(=O)c1ccccc1)N1CCN(c2ccc(F)cc2)CC1	-6	-1.1	0.1	18
O=C1CCc2cc(S(=O)(=O)NC(C(=O)NCc3ccco3)c3ccccc3)ccc2N1 (centres undefined)	-5	-0.1	-0.1	6
CCOC(=O)C(=O)N1c2ccccc2Sc2ccc(C(F)(F)F)cc21	7	1.2	-0.1	-14
COc1ccc([N+](=O)[O-])cc1NC(=O)CSCc1ccccc1C	18	1.1	-0.2	-6
Cc1ccc(C(c2nnnn2CCc2ccccc2)N2CCOCC2)cc1 (centres undefined)	-19	6.8*	0.0	5
CC(CO)NC(=O)COc1ccc(-c2ccccc2)cc1CN(C)C (centres undefined)	-2	2.9	0.0	0
CCOc1ccc(C2=NNC(c3cccnc3)=Nc3ccc(OC)cc32)cc1OCC	21	1.3	0.0	-1
CN1c2ccccc2Oc2nnc(Cl)cc21	16	-0.3	0.0	1
O=C(N/N=C\c1ccccc1C(F)(F)F)c1ccc(=O)[nH]n1	10	0.3	-0.1	1
Cc1ccc(-c2nnc(NC(=O)CCc3ccccc3)o2)cc1C	-2	-0.4	-0.1	5
Cc1ccc2nc(N3CCN(c4ccccc4F)CC3)c3nncn3c2c1	2	-0.2	0.0	4
O=C(NC1=NCCS1)c1ccccc1Br	-7	-1.1	-0.1	3
Cc1noc(CCn2c(=O)[nH]c3ccccc3c2=O)n1	3	-0.2	-0.5	-3
CN1/C(=C\Sc2ccccc2[N+](=O)[O-])C(C)(C)c2ccccc21	40	1.6	-0.2	-3
O=C1C(=O)N(Cc2cc(=O)oc3ccc4ccccc4c23)C(=O)N1Cc1ccco1	-9	-2.8	0.1	-7
O=C(N/N=C/C(Br)=C/c1ccccc1)c1ccccc1O	14	0.0	0.9	-3
COc1cccc(CN(CCN)C(=O)Nc2ccc(-c3cn[nH]c3)cc2)c1	4	0.4	-0.1	3
Cc1sc2ncn(CC(=O)NCCc3ccc(S(N)(=O)=O)cc3)c(=O)c2c1C	-2	-0.3	-0.1	-6
Cc1ccc(C2=CC(c3ccc(F)c(Br)c3)n3nnnc3N2)cc1 (centres undefined)	12	-0.4	0.2	-8
CC(C)c1nnc(NC(=O)c2cccs2)s1	-5	-1.3	0.1	-69
COc1cc(/C=C2/C=C(c3ccc4ccccc4c3)OC2=O)ccc1O	11	-0.8	0.2	-6
Cc1ccccc1N1C(=O)c2ccccc2NC1(C)CCc1ccc2c(c1)OCO2 (centres undefined)	5	-0.2	0.1	-13
CCN(CC)CCOC(=O)c1ccc2nc(NC(=O)C3CCCCC3)sc2c1	4	-6.6	0.0	-62
Cc1sc(NC(=O)CN2CCC(O)(Cc3ccccc3)CC2)c(C(N)=O)c1C	1	0.9	0.2	10
CCC(=O)N1CCN=C1SCc1ccc([N+](=O)[O-])cc1	11	0.6	0.6	23
CC1=CC(=NS(=O)(=O)c2cccc([N+](=O)[O-])c2)C=C(C)C1=O	4	0.4	0.1	8
Cc1c(N=Cc2ccc(Cl)c([N+](=O)[O-])c2)c(=O)n(-c2ccccc2)n1C	18	0.1	0.6	14
Cc1[nH]c(=S)c(C#N)c(-c2ccco2)c1C(=O)N(C)C	-5	1.9	-0.3	6
Cc1cc(NCCN2CCOCC2)nc(-c2c(C)nn(C)c2C)n1	-6	1.3	0.1	-2
CCOc1ccc(/C=N\NC(=O)CNc2ccccc2C)cc1	3	-1.3	-0.1	4
CCCCSC1=NC(=O)CC(=O)N1	-9	0.0	-0.2	-18
CC(C)OC(=S)N/C(=N/S(=O)(=O)c1ccccc1)c1ccccc1	-10	-0.5	-0.1	-4
CCC[C@@H]1NC(=O)[C@H]2CN(Cc3ccc(Cl)s3)CCN2C1=O	-4	-1.5	-0.2	-2
CC(C)n1ccc(C(=O)NCc2cn3ccccc3n2)n1	-2	-0.1	0.0	-1
Cn1cnn(CN(Cc2ccccc2)Cc2ccccc2)c1=S	-8	-0.6	0.0	-6
COC(=O)c1ccc(Nc2nc(-c3ccc([N+](=O)[O-])cc3)nc3ccccc23)cc1	4	0.3	0.0	3
CCc1nnc(NC(=O)COc2ccc(C)cc2C)s1	2	2.1	-0.1	-2
Oc1cccc(/C=N\N2CCN(c3ccc(Cl)cc3)CC2)c1	18	1.9	0.0	12
NS(=O)(=O)c1cccc(NC(=O)CSc2nnc(Nc3ccccc3)s2)c1	8	-3.3	0.1	-26
Cc1nc([N+](=O)[O-])c(Br)n1Cc1ccccc1	-5	-1.7	0.1	12
N#Cc1ccccc1S(=O)(=O)NCC(=O)OCC(=O)Nc1cc([N+](=O)[O-])ccc1F	21	1.2	0.9	-2
O=S(=O)(c1ccc(NC(=S)N/N=C/c2cccc(O)c2O)cc1)N1CCOCC1	59*	-0.1	-1.3	4
Cc1cccc2c(C(=O)OCC(=O)c3ccc(Cl)c([N+](=O)[O-])c3)cc(-c3ccc(Cl)cc3)nc12	-3	-0.7	0.0	2
COc1ccc(CC(=O)Nc2cc(-n3cc4ccccc4n3)ccn2)cc1	1	0.5	0.1	-10
O=[N+]([O-])c1cccc(S(=O)(=O)c2ccc(O)c([N+](=O)[O-])c2)c1	-2	0.9	-0.1	0
O=C(N/N=C/c1cc(I)ccc1O)c1cc(-c2ccccc2)n[nH]1	5	0.9	-0.4	12
CCn1cc(CN2CCN3C(=O)[C@@H](Cc4ccc(O)cc4)NC(=O)[C@H]3C2)c(C)n1	21	-0.6	0.2	3
CN(C)CCCNC(=O)Nc1ccc(F)c(Cl)c1	-7	-0.1	0.0	-7
CCC(=O)N(Cc1cc2cc(OC)c(OC)cc2[nH]c1=O)C1CCCC1	24	-0.9	-0.1	-10
Cc1nc2c(-c3ccc(F)cc3)c(C)nn2c(C)c1CCC(=O)Nc1ccccc1	5	-0.1	-0.1	5
CCC(=O)Oc1ccc2c(c1)CC[C@@H]1[C@@H]2CC[C@]2(C)[C@@H](OC(=O)CC)CC[C@@H]12	4	0.2	0.3	8
Cc1ccc(CNC(=O)C2CC(=O)N(c3ccc(OCC(=O)N4CCCC4)cc3)C2)cc1 (centres undefined)	12	1.3	-0.2	10
CN1CCCN(Cc2ccccc2F)CC1	12	0.5	-0.2	-1
CC1=C(C(N)=O)C(c2ccc(Cl)cc2)n2nc(-c3ccc(N(C)C)cc3)nc2N1 (centres undefined)	-1	-0.4	-0.1	-2
CCCCOC(=O)Nc1ccc(N2CCOCC2)cc1	0	-0.1	-0.3	-61
O=C(Nc1ccc(-c2ocnc2C(=O)N2CCCC2)cc1)c1cccs1	16	1.6	0.5	8
COc1ccc(C(=O)NNC(=O)c2ccccn2)cc1	-3	-8.9	-0.3	94*
COC(=O)c1c(N)n(-c2ccc3c(c2)OCO3)c2nc3ccccc3nc12	4	-0.7	-0.1	-19
COc1cc(NS(=O)(=O)c2ccc(NC(=O)c3ccccc3[N+](=O)[O-])cc2)nc(OC)n1	1	-2.3	-0.1	-4
COc1ccccc1C1(NC(=O)c2ccc3c(c2)OCO3)CCCC1	-3	-0.8	0.5	10

Following part:
SMILES	MITF inh	GPR151 ag	FBW7 act	TEAD-YAP block
COc1cc(NC(=O)CCN2CCN(Cc3ccccc3)CC2)cc(OC)c1	-4	-0.7	-0.1	7
COc1ccc(NC(=O)NCCCN2CCCC2=O)c(OC)c1	-9	0.1	-0.1	-14
CCc1cc2c(nc1CC)CCN(CC/C(C)=N/OC[C@H]1O[C@H](c3ccccc3)C=C[C@@H]1Oc1ccc(OC)cc1)C2	0	-1.4	0.1	nt
CCNC(=O)c1cc2c(=O)n3cc(C)ccc3nc2n(CC2CCCO2)c1=N (centres undefined)	3	0.6	-0.1	8
COc1cn(CC(=O)NCc2ccc3c(c2)OCO3)c(CSc2ccc(C)cc2)cc1=O	-4	0.5	0.1	7
CCOC(=O)c1c(C)oc2c1c(C=NCc1ccco1)c(O)c1ccccc12	-2	0.6	-0.1	5
CN1C(=O)/C(=C\c2ccccc2O)OC1=S	-8	-0.4	0.0	-6
COc1ccc(C2=NNC(c3ccco3)=Nc3ccc(F)cc32)cc1	2	-0.1	-0.1	-23
COc1cccc(CNC(=O)c2ccccc2C(=O)NC(C)(C)C(=O)NCc2cccc(OC)c2)c1	4	1.5	0.1	4
Cc1c(NC(=O)COc2ccc3ccccc3c2)cccc1-c1nc2ncccc2o1	5	0.0	0.1	-2
COc1ccc(C2=C(O)c3ccccc3C(=O)C2=O)cc1	2	1.9	0.1	-1
COc1ccc(C2C(C(C)=O)=C(O)C(=O)N2Cc2ccccc2)cc1OC (centres undefined)	13	-0.6	-0.4	0
O=C(CSc1nnnn1-c1ccccc1)N1CCN(c2nc3ccccc3s2)CC1	10	1.6	0.0	16
CN(C)c1ccc(NC(=O)c2ccncc2)c2ccccc12	3	0.0	-0.2	4
CC(NC(=O)c1c(O)c2ccccc2[nH]c1=O)c1ccccc1 (centres undefined)	-10	0.5	-0.2	0
CCCOc1ccc(C2C(C(=O)OC(C)CC)=C(C)NC3=C2C(=O)CC(c2ccccc2)C3)cc1OC (centres undefined)	-7	-1.2	0.4	15
CCCCOc1ccc(S(=O)(=O)N(CC)CC)c2ccccc12	-9	2.1	0.1	-46
CC1(C)CC(=O)C2=C(C1)N(c1ccccc1C(F)(F)F)C(N)=C(C#N)C2c1ccc(Br)s1 (centres undefined)	-8	0.1	0.0	7
CCC/C=N/NC(=O)c1ccc2c(c1)NC(=O)C(C)(C)O2	-3	-0.1	0.0	-10
CCOc1ccc2nc(CCC(=O)O)[nH]c2c1	7	0.3	0.1	-10
O=C(Nc1cccc(Cl)c1)C1C2C=CC3(O2)C1C(=O)N(Cc1ccccc1F)C3C(=O)NC1CCCCC1 (centres undefined)	-23	-0.7	0.1	-1
CCCC(=O)Nc1nnc(SCC(=O)NC2CCCCC2)s1	-5	-0.9	0.0	2
CCCC(=O)Nc1ccc(C(=O)N2CCCC2)cc1	-14	-3.2	0.1	-4
Cc1ccc(-c2nc(C#N)c(N3CC(C)OC(C)C3)o2)cc1 (centres undefined)	3	1.2	0.0	-2
COC(=O)c1ccc(NC(=O)CSc2nnc(-c3cccc(N)c3)n2C)cc1	-9	0.9	-0.1	-7
O=C(Cc1ccc(N2CCC(NCCOc3cccnc3)CC2)cc1)NCc1ccccc1	5	-0.9	-0.2	2
O=C(Cc1cccc2ccccc12)N/N=C/c1ccccn1	5	-0.6	0.3	5
Cc1ccc(S(=O)(=O)NC(=O)Nc2c(Cl)cccc2Cl)cc1	-1	3.5	-0.1	-3
CC(CCc1ccccc1)NC(=O)c1cccc(NC2=NC3CS(=O)(=O)CC3S2)c1 (centres undefined)	-6	0.2	0.1	2
CC1(C)CC(=O)C2=C(C1)N(c1ccc(Cl)cc1)C(N)=C(C#N)C2c1cc(Br)cs1 (centres undefined)	-6	-0.8	-0.2	-9
CCCCCC1CCC(c2ccc(C(=O)Nc3nnc(CC)s3)cc2)CC1 (centres undefined)	-7	-1.8	0.0	7
CCc1ccccc1NC(=S)N(Cc1ccc(C)cc1)Cc1ccccn1	1	1.1	0.1	-1
CCC(=O)Nc1ccc(NC(=O)c2cccc(OC)c2)cc1	4	-4.6	-0.2	-18
COCCCNc1nc(CN2CCN(C(C)C)CC2)nc2ccc(C)cc12	12	0.7	0.2	1
Cc1nc(C)c(S(=O)(=O)NCc2ccc(S(N)(=O)=O)cc2)s1	-9	-0.7	0.1	-12
CN1CCc2nc(-c3ccccc3)c(-c3ccccc3)cc2C1	-4	1.0	0.0	nt
O=C(NCc1ccco1)c1c(NC(=O)C2CCCO2)sc2c1CCCC2 (centres undefined)	6	3.0	0.5	5
CCN(c1ccc(OC)cc1)c1c(-c2ccccc2)c(=O)c1=O	12	0.0	-0.1	48*
